Vif imaging – blocks HIV Vif function | 0.35% of 340,000 active | inhibition, % at 7.49 µM | HEK293T cells, Vif self-association by quenched fluorescence, imaging, 24 h; in the data active = inhibition above about 50%, passing the limit was not always enough; note: some results filed as inactive read as strong as hits
CaV13 FRET inh – Primary screen for inhibitors of IQ motif and Ca2+-dependent inactivation inhibitor domain binding in CACNA1D, Förster resonance energy transfer in living cells, …. HEK cells, CFP/YFP FRET ICDI-IQ, plate reader, 10 min; percent FRET-ratio fall versus neutral wells. inhibition, % at 12.3 µM. 0.098% of 340,000 active. AID 743397;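 active = mean replicate inhibition of at least 30% and at least 1% of replicates passing that level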;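 note: 0% = median of the neutral control wells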
HTR2A ag – activates the mouse 5-HT2A serotonin receptor; P35363; CHO-K1 mHTR2A beta-arrestin complementation, luminescence; percent of 30 µM serotonin response; 0.66% of 360,000 active; activation, % at 7.6 µM;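 active = activation above a run cutoff, the mean activation of all tested compounds plus 3 SD, cut at about 14% in these data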;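 note: 0% = plate median of compound wells and 100% = 30 µM serotonin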
Target sequence (P35363 whole entry, looked up): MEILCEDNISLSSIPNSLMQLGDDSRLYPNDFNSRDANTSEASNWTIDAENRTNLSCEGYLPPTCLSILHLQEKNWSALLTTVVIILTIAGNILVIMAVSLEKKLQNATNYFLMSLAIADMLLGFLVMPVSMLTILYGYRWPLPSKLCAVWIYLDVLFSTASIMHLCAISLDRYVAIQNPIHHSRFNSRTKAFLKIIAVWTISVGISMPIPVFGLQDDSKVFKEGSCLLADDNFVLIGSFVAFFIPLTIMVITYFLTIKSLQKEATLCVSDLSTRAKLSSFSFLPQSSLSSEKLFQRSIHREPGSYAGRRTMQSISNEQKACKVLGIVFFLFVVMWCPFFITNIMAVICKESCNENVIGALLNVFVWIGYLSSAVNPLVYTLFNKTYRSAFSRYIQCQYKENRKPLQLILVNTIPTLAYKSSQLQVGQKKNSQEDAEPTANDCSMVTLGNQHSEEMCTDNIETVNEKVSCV
Cardio protect – myocardial damage modulation in H9c2 cells; H9c2 cardiomyocytes, H2O2 injury protection, ATPLite, 2 h; protection from H2O2 cell death, % at 20 µM; 0.63% of 360,000 active;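 active = compounds giving at least 50% protection of heart cells from peroxide-induced death in the single-dose screen, raw or plate-pattern-corrected value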;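 note: 0% = DMSO wells with peroxide and 100% = DMSO wells without peroxide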
PDI inh – blocks human protein disulfide isomerase activity; P07237; PDI insulin aggregation turbidity, A650, 90 min; inhibition, % at 10 µM; 0.052% of 350,000 active;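 active = mean inhibition across replicates of 30% or more, whatever share of single replicates reach that level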;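 note: absorbance from insulin aggregation driven by PDI reduction with DTT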
Target sequence (P07237 whole entry, looked up): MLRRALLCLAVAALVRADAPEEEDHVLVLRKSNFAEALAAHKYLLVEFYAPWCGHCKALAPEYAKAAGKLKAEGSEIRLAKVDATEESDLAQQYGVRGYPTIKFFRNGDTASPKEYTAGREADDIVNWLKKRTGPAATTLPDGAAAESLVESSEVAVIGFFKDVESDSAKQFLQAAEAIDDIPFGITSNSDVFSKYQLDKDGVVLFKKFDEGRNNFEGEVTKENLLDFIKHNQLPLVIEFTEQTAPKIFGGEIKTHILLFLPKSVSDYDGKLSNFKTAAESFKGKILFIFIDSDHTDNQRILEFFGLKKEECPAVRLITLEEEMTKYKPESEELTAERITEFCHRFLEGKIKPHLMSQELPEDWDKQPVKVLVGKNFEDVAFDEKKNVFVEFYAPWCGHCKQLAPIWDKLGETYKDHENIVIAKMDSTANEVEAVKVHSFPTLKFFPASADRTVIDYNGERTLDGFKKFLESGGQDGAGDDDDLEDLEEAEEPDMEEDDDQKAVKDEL
aDG glyco up – increases alpha dystroglycan glycosylation; AID 624168; Pro5-aDG cells, alpha-DG glycosylation AlphaScreen (IIH6); 0% Pro5, 100% B10-LARGE cell signal; activation, % at 10 µM; 0.22% of 360,000 active;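 active = activation of at least 8% versus controls, or a plate z-score of at least 8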;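 note: Pro5 are CHO cells carrying HIG-tagged alpha-DG that lacks glycosylation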
MC4R barr agon – human MC4R agonism via beta-arrestin. 0.98% of 360,000 active. activation, % at 8.9 µM. P32245. U2OS MC4R beta-arrestin complementation, luminescence; percent of melanotan II response, DMSO zero;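 active = activation above a per-plate cutoff, the mean activation of sample wells on that plate plus 3 SD, cut at about 8% in these data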
Glyco luc inh – blocks N-linked glycosylation in D54 reporter cells; D54 ERlucT glycosylation luciferase reporter, 24 h; percent of 100 nM tunicamycin response; 0.23% of 360,000 active; reporter increase, % at 12.5 µM;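 active = mean luciferase reporter signal, scaled so untreated is 0 and the glycosylation-blocking control 100, at or above a set limit in every replicate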;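 note: luciferase carries N-glycosylation sites so blocking glycosylation raises the light; 0% = median of neutral control wells and 100% = median of 100 nM tunicamycin wells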
MC4R antagonist – antagonists of human melanocortin 4 receptor (MC4R). P32245. MC4R-expressing cells, MTII-stimulated cAMP, LANCE TR-FRET. inhibition, % at 6.5 µM. 0.48% of 360,000 active. AID 540295;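 active = inhibition above its plate's cutoff, the mean of tested wells on that plate plus 3 SD, cut at about 29% in these data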;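 note: 0% = Melanotan II alone and 100% = Melanotan II plus saturating MCL0020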
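Material – human MC4R-expressing U2OS cells · Repeats – no replicates · Detection – TR-FRET with Eu-cAMP and labeled anti-cAMP, 671 nm · Times – compound 30 min, challenge 1 h, detection 1 h · Compound – single nominal compound dose of 6.5 µM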
ABCB6 inh 2 – blocks the human ABCB6 transporter; Q9NP58; K562-ABCB6 porphyrin accumulation, flow cytometry, 1 h; active compounds read low; fluorescence ratio to DMSO, % at 10 µM; 0.19% of 360,000 active; AID 602162;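 active = fluorescence ratio to DMSO below 75%, the collection mean minus 3 SD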;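 note: signal is porphyrin accumulated inside mitochondria; 100% equals median channel fluorescence of DMSO control wells; lower ratio means ABCB6 inhibition with less porphyrin fluorescence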
An asterisk follows results filed as active; · = not tested or not shown; & = joins results of further samples.

1. Cc1cc(C)nc(Nc2ccc(C(=O)O)cc2)n1
2. Cc1cc(OCC(=O)NCC(O)c2ccccc2)c2c(C)c(C)c(=O)oc2c1 (stereo not drawn)
3. COc1ccccc1C(=O)O/N=C(\N)c1ccccc1Cl
4. COCCn1nnnc1C(c1ccccn1)N1CCN(c2cc(Cl)ccc2C)CC1 (stereo not drawn)
5. CC1(C)Cc2c(sc3nc(NCCN4CCOCC4)n4ncnc4c23)CO1
6. COc1ccc(NC(=S)N2CCN(c3ccc([N+](=O)[O-])cc3)CC2)cc1OC
compound no.	1	2	3	4	5	6
Vif imaging	58*	0	3	5	14	-14
CaV13 FRET inh	·	-14	-19	-3	-2	2
HTR2A ag	-3	1	3	-2	5	11
Cardio protect	2	13	-3	-3	1	-13
PDI inh	-11	8	1	-1	-2	0
aDG glyco up	-0.2	0.0	-0.1	0.2	0.1	1.9
MC4R barr agon	0.8	-4.0	2.0	-0.1	2.6	-1.7
Glyco luc inh	-5	6	0	1	1	0
MC4R antagonist	3	3	20	-1	19	7
ABCB6 inh 2	98	93	103	96	101	103

7. NC(Cc1ccc(C(F)(F)F)cc1)c1csc(Nc2ccc(C(=O)c3ccccc3)cc2)n1 (stereo not drawn)
8. CCOC(=O)c1csc(NNC=O)n1
9. Fc1c(F)c(-n2nnc3ccccc32)c(F)c(F)c1Cl
10. CSc1cccc(NC(=O)C2CCN(C(=O)c3ccccc3C)CC2)c1
11. CCc1nnc(NS(=O)(=O)c2ccc(NS(=O)(=O)c3ccccc3)cc2)s1
12. Cn1nc2sc3ccccc3n2c(=O)c1=O
compound no.	7	8	9	10	11	12
Vif imaging	-4	1	60*	-8	-1	-6
CaV13 FRET inh	-5	-5	-4	-5	-9	-4
HTR2A ag	2	3	-1	-2	-3	7
Cardio protect	-29	1	-5	-2	-4	2
PDI inh	14	10	-1	-1	1	-2
aDG glyco up	-0.6	-0.1	0.0	0.4	0.1	-0.1
MC4R barr agon	13*	-1.6	-1.6	-0.9	0.2	-1.8
Glyco luc inh	-9	-3	-2	2	0	-1
MC4R antagonist	7	1	-11	7	16	5
ABCB6 inh 2	95	98	96	99	101	96

13. COCCNC(=O)C/C(C)=N/NC(=O)C(=O)NC1CCCCC1
14. CC(=O)[C@@]1(O)CC[C@H]2[C@@H]3C[C@H](C)C4=CC(=O)CC[C@]4(C)[C@H]3CC[C@@]21C
15. COc1ccccc1C(=O)N/C(=N/c1nc(C)cc(C)n1)Nc1ccccc1
16. NC(=O)COc1ccc2c3c(c(=O)oc2c1)CCCCC3
17. Cc1cccc([C@@H]2[C@@H]3C(=O)N(Cc4ccccc4)C(=O)[C@@H]3[C@]3(Cc4ccccc4)C(=O)N(c4cccc(Cl)c4)C(=O)N23)c1
18. O=C(CN(c1cccc(Cl)c1)S(=O)(=O)c1ccc(Cl)cc1)N1CCc2ccccc2C1
compound no.	13	14	15	16	17	18
Vif imaging	25	1	-10	3	-1	-2
CaV13 FRET inh	-5	-5	-4	-5	-4	-3
HTR2A ag	-4	1	4	-2	-3	1
Cardio protect	1	-12	-2	5	0	13
PDI inh	2	-3	15	-51	9	-23
aDG glyco up	0.0	-0.2	0.2	-0.4	0.0	-0.1
MC4R barr agon	0.1	1.1	0.4	-0.2	0.5	-1.9
Glyco luc inh	1	-1	-7	1	41*	-1
MC4R antagonist	15	14	1	5	2	7
ABCB6 inh 2	103	103	96	101	95	98

19. COc1ccc(NC(=O)N2CCCC(C(=O)Nc3cccc(C)c3C)C2)cc1 (stereo not drawn)
20. Cc1ccc(S(=O)(=O)NCC(=O)OC(C)C(=O)c2ccccc2)cc1 (stereo not drawn)
21. COc1cc(C(=O)N[C@H](C(=O)NC2CCCc3ccccc32)C(C)C)cc(OC)c1OC (stereo partly drawn)
22. COc1ccc(N(CC(=O)NC2CCCC2)C(=O)CCC(=O)Nc2nc(C)cs2)cc1OC
23. Cc1onc(-c2c(Cl)cccc2Cl)c1C(=O)NCCCN1CCOCC1
24. CCOCCCNC(=O)N1CCOCC1
compound no.	19	20	21	22	23	24
Vif imaging	17	9	-1	12	1	14
CaV13 FRET inh	-4	-8	-5	-4	·	-3
HTR2A ag	16*	0	1	2	-4	-4
Cardio protect	-1	3	-2	3	10	-2
PDI inh	-2	-15	7	6	6	0
aDG glyco up	0.2	0.0	0.1	-0.1	0.1	1.3
MC4R barr agon	0.8	-0.2	-3.3	2.9	1.3	0.2
Glyco luc inh	0	3	5	-1	0	1
MC4R antagonist	17	22	13	18	3	-2
ABCB6 inh 2	99	100	95	99	97	96

25. Cc1nnc(SCc2cccc(Oc3ccccc3)c2)n1N
26. O=c1[nH]c(CSc2ncn[nH]2)nc2ccccc12
27. CC1(C)c2ccccc2N2CC(=O)NC21/C=C/c1ccco1 (stereo not drawn)
28. O=c1c2c3c(sc2ncn1Cc1ccc(F)cc1)CCC3
29. Cc1cc(C)n2nc(C(=O)OCC(=O)Nc3cc(Cl)ccc3C)nc2n1
30. COc1ccc(NC(C)=O)cc1NC(=O)CCn1c(=O)sc2ccccc21
compound no.	25	26	27	28	29	30
Vif imaging	-3	23	-10&5	·	18	-2
CaV13 FRET inh	-5	-16	·	·	-2	-9
HTR2A ag	-2	0	-5	-2	6	-4
Cardio protect	0	20	9	-3	-3	1
PDI inh	-6	9	-4	-4	-7	13
aDG glyco up	0.9	-0.1	0.0	-0.2	-0.1	-0.2
MC4R barr agon	-2.0	-2.0	-0.7	-1.9	-0.3	-1.1
Glyco luc inh	7	1	-1	1	0	0
MC4R antagonist	9	1	4	6	-3	3
ABCB6 inh 2	98	99	111	97	96	99

31. COc1ccc(NC(=O)CSc2nnc(-c3ccncc3)o2)c(OC)c1
32. O=c1c2ccccc2nc(COc2ccccc2)n1/N=C/c1ccc(O)c(O)c1
33. COc1ccccc1OCCN(C#N)c1nc(N(C)C)nc(N(C)C)n1
34. CN1C(=O)c2oc3ccccc3c(=O)c2C1c1ccncc1 (stereo not drawn)
35. CCN1C(=O)CC(N2CCC(c3nc4ccccc4[nH]3)CC2)C1=O (stereo not drawn)
36. CCOC(=O)N1CCN(CCC(=O)Nc2ccccc2OC)CC1
compound no.	31	32	33	34	35	36
Vif imaging	8	11	-9	0	9	6
CaV13 FRET inh	-5	0	-4	·	-3	-4
HTR2A ag	3	0	-3	4	8	-3
Cardio protect	4	56*	16	2	-2	2
PDI inh	0	-1	-1	5	5	-2
aDG glyco up	0.0	-0.2	-0.1	0.1	0.3	-0.2
MC4R barr agon	0.2	2.6	-0.7	1.5	-2.3	0.8
Glyco luc inh	1	-6	-3	0	3	1
MC4R antagonist	13	16	3	6	4	8
ABCB6 inh 2	101	106	85	98	98	103

37. CCOC(=O)C1CCCN(C(=O)C(C)Oc2ccc(Cl)cc2Cl)C1 (stereo not drawn)
38. Cc1ccc(NC(=O)c2ccc(CN3CCN(C)CC3)cc2)cc1Nc1nccc(-c2cccnc2)n1
39. O=C(CCNC(=O)c1ccccc1)Nc1ccc(S(=O)(=O)Nc2ncccn2)cc1
40. COc1ccc(OCC(=O)Nc2cc(OC)cc(OC)c2)cc1
41. COc1cc(/C=N/n2nnnc2N)cc(Cl)c1OC
42. COc1cc2cc(C(=O)N3CCOCC3)cc(-c3ccc(C)cc3)c2cc1OC
compound no.	37	38	39	40	41	42
Vif imaging	-9	-7	4	28	-3	-1
CaV13 FRET inh	-7	-4	-6	-5	-4	-4
HTR2A ag	1	-6	7	-3	6	1
Cardio protect	3	-25	4	-4	12	0
PDI inh	3	-5	1	3	12	7
aDG glyco up	-0.1	-0.1	-0.3	0.1	-0.1	0.4
MC4R barr agon	-1.8	0.9	-0.4	1.9	0.1	0.4
Glyco luc inh	1	1	0	1	6	-8
MC4R antagonist	6	11	12	-13	0	14
ABCB6 inh 2	110	97	101	101	96	97

Records listed above that bear a hit mark in HTR2A ag:
| nr | SMILES | Vif imaging | CaV13 FRET inh | HTR2A ag | PDI inh | aDG glyco up | MC4R barr agon | Glyco luc inh | MC4R antagonist | ABCB6 inh 2 |
| --- | --- | --- | --- | --- | --- | --- | --- | --- | --- | --- |
| 19 | COc1ccc(NC(=O)N2CCCC(C(=O)Nc3cccc(C)c3C)C2)cc1 (stereo not drawn) | 17 | -4 | 16* | -2 | 0.2 | 0.8 | 0 | 17 | 99 |

Further entries follow:
43. Cc1cc(C(C)(C)C)oc1C(=O)Nc1ccc(CC(=O)O)cc1
44. Cc1ccc(S(=O)(=O)NCC(=O)OCC(=O)c2cc(C)n(-c3ccccc3)c2C)cc1
45. CC(Sc1nc2ccccc2n1C)C(=O)NC(c1ccccc1)c1ccccc1 (stereo not drawn)
46. CCOC(=O)C=C(C(=O)OCC)C(=O)OCC
47. COC(=O)Nc1nn(-c2ccc(Cl)cc2)c(=O)c(C#N)c1C
48. CCC(C)n1c(SCc2ccccc2)nc2ccsc2c1=O (stereo not drawn)
compound no.	43	44	45	46	47	48
Vif imaging	-40	-7	-2	-2	-14	-10
CaV13 FRET inh	-4	-4	-4	-20	-3	-6
HTR2A ag	-1	-8	-4	-2	-1	-3
Cardio protect	-5	-12	-1	-28	3	0
PDI inh	-1	-2	3	4	-4	1
aDG glyco up	0.0	0.1	0.2	0.0	0.4	0.1
MC4R barr agon	1.0	-1.3	-2.6	0.0	-1.6	-1.0
Glyco luc inh	1	0	-3	-1	2	1
MC4R antagonist	8	14	3	11	-2	9
ABCB6 inh 2	104	95	93	98	92	98

49. COc1cc(CC(=O)OCn2nnc3ccccc3c2=O)cc(OC)c1OC
50. O=C1CC(c2ccccc2)Sc2ccccc2N1 (stereo not drawn)
51. CN(C)CCCNC(=O)C[C@H]1C[C@H](C(=O)N2CCCCC2)[C@@]2(CCc3ccccc3)c3[nH]c4cc(-c5ccco5)ccc4c3CCN2C1=O
52. CC(C)(C)c1nc2ccc(NS(=O)(=O)c3ccc(F)c(F)c3F)cc2[nH]1
53. COC(=O)c1cc(OC)c(OC)cc1NC(=S)N1CCOCC1
54. Cc1ccc(NC(=S)N(Cc2ccc(Cl)cc2)Cc2ccc(C(=O)O)cc2)cc1Cl
55. O=C1c2ccccc2NC(c2ccccc2)N1/N=C/c1ccccc1 (stereo not drawn)
56. COCCNC(=S)NCCCNc1nc2cc3c(cc2cc1C#N)OCO3
57. CCOC(=O)C(Sc1ncc(C#N)c(N)n1)C(C)C (stereo not drawn)
compound no.	49	50	51	52	53	54	55	56	57
Vif imaging	6	7	-7	-3	17	8	5	2	1
CaV13 FRET inh	-2	-5	-8	-5	-5	-5	·	·	·
HTR2A ag	5	0	-4	3	-2	4	2	0	-3
Cardio protect	-6	-4	-32	-2	5	-4	-31	5	-4
PDI inh	23	-4	14	2	1	7	2	7	7
aDG glyco up	0.2	-0.7	0.5	0.0	0.0	-0.3	0.1	-0.1	1.2
MC4R barr agon	-0.8	-1.1	-0.4	-1.3	-2.4	-0.7	-1.0	-2.5	0.9
Glyco luc inh	2	-4	-7	2	-2	1	-14	7	-1
MC4R antagonist	14	-1	19	7	7	8	1	-2	-3
ABCB6 inh 2	101	94	97	92	94	94	100	99	112

Just Glyco luc inh and HTR2A ag, for two of the compounds above:
no.	mol	Glyco luc inh	HTR2A ag
9	Fc1c(F)c(-n2nnc3ccccc32)c(F)c(F)c1Cl	-2	-1
48	CCC(C)n1c(SCc2ccccc2)nc2ccsc2c1=O (stereo not drawn)	1	-3

Assay outcomes: PubChem BioAssay, several laboratories
